# AmpC no deterg: blocks E. coli AmpC beta-lactamase in detergent-free assay. Potency, µM (doses to about 57.1 µM), inactives show at the highest dose activity change, negative = inhibition, actives largely listed as inhibitors. actives 0.52% (n = 330,000). AmpC nitrocefin hydrolysis, absorbance 480 nm, 0.0001% Triton. AID 485341. P00811;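 further: potency means the concentration at half of the fitted maximal effect; plate controls were no compound for no effect and no enzyme for full effect; nearly all actives have a fitted effect of over 20% in size; some results filed as inactive show a strong effect at the top dose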
# Target sequence (P00811 whole entry, looked up): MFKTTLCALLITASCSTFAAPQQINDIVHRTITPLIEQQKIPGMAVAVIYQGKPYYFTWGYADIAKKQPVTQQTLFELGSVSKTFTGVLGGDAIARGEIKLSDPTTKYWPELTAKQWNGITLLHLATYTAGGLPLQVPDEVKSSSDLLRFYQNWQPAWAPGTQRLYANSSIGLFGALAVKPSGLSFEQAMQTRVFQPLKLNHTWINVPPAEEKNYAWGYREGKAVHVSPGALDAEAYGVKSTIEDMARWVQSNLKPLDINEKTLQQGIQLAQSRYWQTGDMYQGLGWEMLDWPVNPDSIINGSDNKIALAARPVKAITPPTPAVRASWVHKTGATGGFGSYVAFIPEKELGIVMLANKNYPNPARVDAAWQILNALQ
#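 AmpC (5.3 nM in the dispensed reagent) in 20 mM phosphate pH 7.0 with 0.01% (detergent screen) or 0.0001% Triton X-100 was preincubated with compounds for 15 min at room temperature. Nitrocefin was then added from an 800 uM solution, and hydrolysis was followed at 480 nm.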
# Shiga inhibitor: blocks Shiga toxin action in Vero cells. Vero cells, Shiga toxin protein synthesis inhibition reporter. inhibition, % at 38.7 µM. actives 9.2% (n = 290,000); in the data active means inhibition mostly above about 28%, no sharp cut-off; inactive means mostly below about 43%; further: 0% is about no effect
# AmpC inh detg: blocks E. coli AmpC beta-lactamase in detergent assay; AID 485294; Potency, µM (highest dose often 114 µM), for inactives: at the top dose activity change, negative = inhibition, hits mostly inhibitors; actives 0.041% (n = 370,000); P00811; AmpC hydrolysis of nitrocefin, absorbance 480 nm, 0.01% Triton;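 further: potency means the concentration at half of the fitted maximal effect; 0% = no-compound wells and -100% = no-enzyme wells; nearly all actives have a fitted effect of over 25% in size; some results filed as inactive show a strong effect at the top dose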
#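 AmpC (5.3 nM in the dispensed reagent) in 20 mM phosphate pH 7.0 with 0.01% (detergent screen) or 0.0001% Triton X-100 was preincubated with compounds for 15 min at room temperature. Nitrocefin was then added from an 800 uM solution, and hydrolysis was followed at 480 nm.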
# Cycloheximide cs: counter-screen for Shiga toxin inhibitors: cycloheximide protein synthesis inhibition. cell reporter, cycloheximide protein synthesis inhibition counterscreen. max response, %. actives 12% (n = 300,000). AID 2314; in the data active means max response mostly above about 13%, no sharp cut-off; inactive means mostly below about 14%; further: read at 38.3 µM for the half of the compounds with a filed dose; 0% is about no effect
# FBPA Giardia inh: blocks Giardia fructose-bisphosphate aldolase activity | A8B2U2 | purified Giardia FBPA | Potency, µM (doses to about 59.6 µM), without a hit: top-dose activity, negative = inhibition, most hits filed as inhibitors | actives 0.71% (n = 290,000) | AID 2451; further: potency means the concentration at half of the fitted maximal effect; on the % scale 0 is the no-effect control and ±100 the full control effect; nearly all actives have a fitted effect of over 55% in size
# Target sequence (A8B2U2 whole entry, looked up): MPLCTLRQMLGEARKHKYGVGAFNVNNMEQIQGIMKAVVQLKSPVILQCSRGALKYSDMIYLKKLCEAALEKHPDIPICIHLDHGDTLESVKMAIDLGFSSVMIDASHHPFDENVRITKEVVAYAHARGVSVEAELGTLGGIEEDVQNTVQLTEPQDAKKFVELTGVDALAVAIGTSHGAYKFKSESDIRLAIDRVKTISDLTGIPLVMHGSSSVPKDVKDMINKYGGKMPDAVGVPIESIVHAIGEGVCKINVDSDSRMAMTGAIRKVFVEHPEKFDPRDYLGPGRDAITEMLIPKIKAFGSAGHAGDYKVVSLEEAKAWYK
#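 40 nM FBPA preincubated 10 min at RT with compound (up to 57.5 uM final), then substrate plus GAPDH/TPI/NAD/arsenate coupling and diaphorase/resazurin added. Fluorescence read after 20 min at RT, 525/598 nm.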
# AMA1-RON2 inh: AMA1-RON2 (P. falciparum) interaction inhibition | AlphaScreen AMA1-biotinylated RON2 peptide binding | Potency, µM (top dose mostly 58.2 µM), without a hit: top-dose activity change, negative = inhibition, most hits filed as inhibitors | actives 0.2% (n = 360,000) | AID 720542;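 further: potency means the concentration at half of the fitted maximal effect; 0% = vehicle wells and -100% = peptide control; nearly all actives have a fitted effect of over 45% in size; some results filed as inactive show a strong effect at the top dose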
#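 AMA1 (3D7) with his tag at 25 nM final met compounds first, then biotinylated RON2 peptide at 25 nM; detection used donor plus acceptor beads, 10 µg/mL apiece, read by AlphaScreen after 30 min at room temperature.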
# HCMV antiviral: human cytomegalovirus inhibition | actives 4.5% (n = 410,000) | activity change, negative = inhibition, % at 57.5 µM | HFF cells, HCMV-luciferase reporter, 72 h; stronger effect = lower value; in the data active means activity change below about -60%; inconclusive means no clear call, values can overlap the other calls; inactive means above about -39%; further: on the % scale 0 is the no-effect control and ±100 the full control effect
#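 Two compound doses tested in HFFs infected with HCMV-luciferase, MOI 1 PFU/cell, 72 h at 37C. Lysate luminescence read with OneGlo; data normalized against buffer-only and 10uM Salinomycin inhibitor controls.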
# * marks the source's active call; other numbers are inactive results; ? = inconclusive; / = no result given; & = joins results of further samples; [ ] = another dose, or the depositor's remark. Unless noted, the call rests on the fitted dose curve; in most records, active means well fitted curve in the direction sought with a large enough effect; inconclusive means small, poorly fitted or top-dose-only effect, or another doubt; inactive means no such curve, though single readings can be large; an effect the other way counts as inactive or inconclusive.
SMILES,AmpC no deterg,Shiga inhibitor,AmpC inh detg,Cycloheximide cs,FBPA Giardia inh,AMA1-RON2 inh,HCMV antiviral
COc1ccc(C(=O)NC2CCN(S(=O)(=O)c3ccccc3)CC2)cc1,-12%,-4,-2%,11,5%,20%,81
O=C(Nc1nc2ccccc2s1)c1ccc(Cl)s1,-23%,86*,?,32*,-5%,13%,42
CN1Cc2c(N3CCOCC3)nc3sc(C(=O)c4ccccc4)c(N)c3c2CC1(C)C,159%[activator],71,5%,-2,-14%,-13%,-19
COC(=O)c1ccc(CNC(=O)Cn2cnc3c(SC)nc(N)nc32)cc1,-8%,/,/,/,/,5%,-12
CCOc1cc(/C=N/NC(=O)c2nn(C)cc2Br)ccc1OCc1ccccc1Cl,14%,3,1%,-1,15%,-22%,-30
Cc1cc(C(=O)OCC(=O)Nc2ccccc2Cl)c(C)o1,-18%,/,-5%,/,/,-2%[11.6 µM],0
C=CCc1cccc2cc(C(=O)Nc3ccc(F)cc3)c(=O)oc12,-18%,0,-4%&-5%,11*,4%,-1%,12&-16
CCOC(=O)c1c(C)[nH]c(C2=NNC(=NC(C)COC)SC2)c1C (stereo unspecified),-16%,75*,8%,43*,-19%,2%,115
O=C(CCn1c(=O)[nH]c2ccsc2c1=O)Nc1ccc(F)c(F)c1,-23%,34,3%,-7,1%,2%,-2
Cc1cnc2c(C(=O)O)c(Cl)ccc2c1,/,4,/,-5,-1%,/,/
CC1(C)C2CCC1(C)C(OC(=O)CSc1nc(N)cc(=O)[nH]1)C2 (stereo unspecified),-16%,-7,?,-3,3%,29%,-4
COc1cc2c(cc1OC)[C@H](C)N(C(=O)CSc1nc(O)c(C(C)C)c(=O)[nH]1)CC2,-13%,-6,-8%,-3,?,0%,11
O=C1CN(C(=O)COC(=O)c2ccccc2O)c2ccccc2N1,-10%,5,-3%,1,1%,4%,-39
CCCCC(CC)C(=O)NCCCN1CCN(CCCNC(=O)C(CC)CCCC)CC1 (stereo unspecified),38%,-2,0%,-2,1%,-2%,/
N/C(=N\OC(=O)c1ccc(Cl)c(Cl)c1)c1cccnc1,-8%,41,2%,26*,3%,20%,148
Cc1ccc(NC(=O)CNC(=O)c2ccc(C)s2)nc1,-12%,/,?,/,/,41%[activator],7
CC1Cc2ccccc2N1C(=O)CSc1nnnn1C1CCCC1 (stereo unspecified),-19%,7,-3%,6,-1%,-2%,-25
S=c1nc(-c2ccccc2)oc2c1CCCC2,-18%,95*,-2%,60*,/,-7%,73
c1ccc(-c2nnc3n2NC(c2ccc4c(c2)OCO4)S3)cc1 (stereo unspecified),-52%,19,?,-3,13%,25%,-28
CCN(CC)S(=O)(=O)c1cc(C(=O)NC2=NCCS2)ccc1Cl,-27%,-2,?,1,-1%,100%[activator],49
Nc1nnc(SCC(=O)NNC(=O)c2ccccc2F)s1,-22%,/,/,/,/,103%[activator],-32
O=C(c1ccsc1)N1CCCC(N2CCOCC2)C1 (stereo unspecified),-2%,-2,2%,-3,/,0%,17
O=C(c1ccccc1)C(c1ccccc1)c1ccccc1,-16%,/,?,/,/,32%[activator],?
COC(=O)CN(C)C(=O)c1ccc(OC)c(OC2CCN(C(C)C)CC2)c1,-11%,30*,7%,24*,-1%,-6%,51
COc1cc(OC)cc(C(=O)Nc2ccccc2N2CCOCC2)c1,8%,11,3%,5,-1%,9%,-30
# Next section
SMILES,AmpC no deterg,Shiga inhibitor,AmpC inh detg,Cycloheximide cs,FBPA Giardia inh,AMA1-RON2 inh,HCMV antiviral
O=C(Cn1nnc(N2CCCCC2)n1)c1ccc(Cl)c(Cl)c1,-13%,-5,9%,-2,-3%,12%,5
CCc1ccccc1N(CC(=O)NC(C)c1ccccc1)S(C)(=O)=O (stereo unspecified),-7%,/,?,1,-2%,7%,76
COc1cccc(CN2CCN(Cc3cc4ccccc4o3)CC2CCO)c1 (stereo unspecified),108%[activator],/,-7%,7,-9%,0%,28
CCC(C)(C)n1nnnc1CN(Cc1ccc(Cl)cc1)Cc1ccco1,4%,12,-2%,1,-16%,4%,-64*
COc1ccc(OC)c(NC(=O)COC(=O)c2cc3c(s2)CCC3)c1,-34%,28,-3%,-3,4%,-14%,-9
O=C(OC(C(=O)NC1CCCC1)c1ccccn1)c1cccs1 (stereo unspecified),-20%,-4,-4%,-1,2%,-1%,27
COc1ccc(N2C(N)=C(C#N)C(c3ccsc3)C3=C2CCCC3=O)c(OC)c1 (stereo unspecified),-21%,7,?,6,?,86%[activator],?
CC1(C)CC2CC(C)(CN2C(=S)NC(=O)c2ccccc2Cl)C1 (stereo unspecified),-13%,-4,-3%,-1,9%,67%[activator],-17
C[C@H](CO)N1C[C@H](C)[C@@H](CN(C)S(=O)(=O)c2ccccc2)Oc2ccc(NC(=O)Nc3ccc(C(F)(F)F)cc3)cc2C1=O,55%,/,/,/,/,-3%,-16
COCCCN1C(=O)c2ccc(C(=O)OCC(=O)N3CCN(c4ccccc4)CC3)cc2C1=O,96%[activator],/,-11%,/,/,-23%,?
COc1cc(CN2CCN(Cc3ccc(C)cc3)CC2)c([N+](=O)[O-])cc1OC,-10%[11.4 µM],-8,-12%,-3,5.6µM*,?,-24
CCOc1ccc(-c2nnc(SCC(=O)N3CCOCC3)o2)cc1,-11%,69*,-10%,24*,11%,-2%,-13
Cc1cnc(C(=O)OC(C)C(=O)c2c(C)[nH]c3ccccc23)cn1 (stereo unspecified),-23%,/,-9%,/,/,1%,30
COc1ccc(OC)c(/C=C/C(=O)OCC(=O)Nc2ccc(Cl)c(S(=O)(=O)N(C)C)c2)c1,-13%,-7,?,2,-3%,-6%,2
CSc1cccc(NC(=O)N2CCN(C)CC2)c1,-24%,20,-2%,-1,1%,-1%,12
CCN(CC(=O)Nc1ccccc1C(F)(F)F)C(=O)CCSc1ccc(F)cc1,49%,/,-19%,/,/,2%,-33
CCOc1ccc(S(=O)(=O)Nc2cccc(C(=O)NCCCN3CCCC3=O)c2)cc1,2%,/,-8%,/,/,-5%,-13
CCN(CC)C(=O)C(=O)c1cn(CC(=O)NCC2CCCO2)c2ccccc12 (stereo unspecified),-3%,-6,-5%,-1,2%,-19%,-39
COc1cc2ncc(S(=O)(=O)c3ccccc3)c(N3CCCC(C)C3)c2cc1OC (stereo unspecified),141%[activator],-4,-8%,0,-6%,0%,-21
COc1ccc(-c2cc(C(F)(F)F)nc(NCc3ccco3)n2)cc1OC,53%,-8,1%,2,-1%,-2%,/
C/C(=N\NC(=O)C1CC1)c1ccc(C)c(C)c1,21%,1,-4%,28,/,100%[activator],25
CCSc1c(-c2ccccc2)nc2c(C)cccc2c1C(=O)O,-28%,15,?,5,-7%,4%,-22
CCOc1ccc(-n2c(SCC(N)=O)nc3sc4c(c3c2=O)CCN(C)C4)cc1,33%,-6,3%,-1,-14%,-9%,-18
Cn1cccc1Cc1nnc(SCC(=O)NC2CCCC2)n1-c1ccc(F)cc1,35%,-3,-13%,-8,0%,10%,28
COc1ccc(C2C3=C(CCCC3=O)Nc3nc(C(F)(F)F)nn32)c(OC)c1OC (stereo unspecified),-1%,7,-13%,4,-5%,11%,3

# Two compounds picked at random from the list so far, as already listed:
SMILES,AmpC no deterg,Shiga inhibitor,AmpC inh detg,Cycloheximide cs,FBPA Giardia inh,AMA1-RON2 inh,HCMV antiviral
COc1cc2c(cc1OC)[C@H](C)N(C(=O)CSc1nc(O)c(C(C)C)c(=O)[nH]1)CC2,-13%,-6,-8%,-3,?,0%,11
S=c1nc(-c2ccccc2)oc2c1CCCC2,-18%,95*,-2%,60*,/,-7%,73

# Filtered by structure: the entries above with a COOH group (2)
SMILES,AmpC no deterg,Shiga inhibitor,AmpC inh detg,Cycloheximide cs,FBPA Giardia inh,AMA1-RON2 inh,HCMV antiviral
Cc1cnc2c(C(=O)O)c(Cl)ccc2c1,/,4,/,-5,-1%,/,/
CCSc1c(-c2ccccc2)nc2c(C)cccc2c1C(=O)O,-28%,15,?,5,-7%,4%,-22

# Following part:
SMILES,AmpC no deterg,Shiga inhibitor,AmpC inh detg,Cycloheximide cs,FBPA Giardia inh,AMA1-RON2 inh,HCMV antiviral
O=C(NC1CCCCC1)N1CCCCCC1,-3%,37,-13%,12,8%,0%,-6
CCCOc1ccc(N2C(=O)CC(N3CCN(CCN=CC4C(=O)CC(C)(C)CC4=O)CC3)C2=O)cc1 (stereo unspecified),155%[activator],20,1%,1,7%,22%,-14
CCNc1ccc(C(=O)OCC(=O)N2c3ccccc3NC(=O)C2(C)C)cc1[N+](=O)[O-],?,22,0%,-5,-9%,-1%,-26
CS(=O)(=O)N(CC(=O)N/N=C/c1cccs1)c1cccc(Cl)c1Cl,-16%,11,4%,-4,-21%,-8%,-35
COc1cc(Cl)c(C)cc1NC(=O)[C@@H]1CCCN1C(=O)c1cccs1,-38%,21,?,-1,-1%,-5%,-19
Cc1ccnc(N/C=C(/NC(=O)c2ccccc2)C(=O)N/N=C\c2ccc(Cl)cc2)n1,10%,2,3%,10,-1%,48%[activator],?
CC(C)(CNC(=O)c1ccc([N+](=O)[O-])c(Cl)c1)CNC(=O)c1ccc([N+](=O)[O-])c(Cl)c1,15%,-2,0%,9,-9%,-6%,-97*
Cc1nn2c(NCCN(C)C)c3c(nc2c1-c1ccccc1)CCCC3,72%[activator],1,-9%,-1,0%,51%[activator],?
Cc1cc(C)n2nc(SCc3ncc(-c4ccccc4)o3)nc2n1,56%,-9,?,5,0%,-4%,-20
O=C(NNC(=S)NC(=O)c1ccc(Br)cc1)c1cccc([N+](=O)[O-])c1,-31%,6,-2%,-3,?,101%[activator],-105*
CCC(C)(C)NC(=O)C(c1ccncc1)N(C(=O)c1sc(C)nc1C)c1ccc(F)cc1 (stereo unspecified),72%[activator],-9,-4%,-3,3%,9%,15
Cc1ccc(C(=O)COC(=O)c2n[nH]c(=O)c3ccccc23)cc1,-23%,72,-14%,20,0%,-1%,40
NC(=O)CSc1nc2ccccc2nc1SCC(N)=O,-10%,-14,6%,-2,0%,-1%,-32
CC(=O)c1ccc(NC(=O)CCCN2C(=O)/C(=C/C(C)=C/c3ccccc3)SC2=S)cc1,-29%,-14,?,-7,-8%,3%,-25
CCN1CCc2nc(NC(=O)c3ccc4c(c3)OCCO4)sc2C1,-14%,98*,-2%,33*,-1%,1%,51
NC(=O)c1ccc(NS(=O)(=O)c2ccc(Br)s2)cc1,-17%,/,-1%,/,/,0%,0
Cn1c(CNC(=O)C(Cc2ccccc2)NC(=O)c2ccccc2)cc(=O)n(C)c1=O (stereo unspecified),1%,3,2%,12,25%,3%,-21
CC1CC(c2ccccc2)n2nc(NC(=O)CCc3ccccc3)nc2N1 (stereo unspecified),-9%,-9,-5%,-2,16%,6%,?
Cc1oc(S(=O)(=O)N2CCOCC2)cc1C(=O)Nc1ccc(F)cc1,27%,5,3%,-1,-2%,-14%,-9
CC(C)(C)c1ccc(C(=O)N2CCCN(c3ccc([N+](=O)[O-])cn3)CC2)cc1,129%[activator],-3,12%,4,-11%,-18%,-29

# Assay outcomes: PubChem, National Center for Advancing Translational Sciences (NCATS)
